Screening data from PubChem.
ELG1 genotoxic = qHTS screen for small molecules that induce genotoxicity in human embryonic kidney (HEK293T) cells expressing luciferase-tagged ELG1; Potency, µM (titrated, usually from 46 µM), for the others: at the top dose activity change, positive = activation, usual class: activators; AID 504466, 2011; hit rate 1.3% among 330,000; HEK293T ELG1-luciferase reporter, luminescence, 16 h; further: potency means the concentration at half of the fitted maximal effect; % of control where 0% means no effect; nearly all actives have a fitted effect of over 60% in size
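16 hr compound incubation (37 °C, 5% CO2) of HEK293T cells carrying luciferase-tagged ELG1; luciferase then measured by ONE-Glo luminescence after 30 min at RT.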
NPC1 promoter act = qHTS Assay for NPC1 Promoter Activators; hit rate 2.4% among 320,000; Potency, µM (series often up to 9.22 µM), without a hit: at the top dose activation, actives largely listed as activators; Huh7 NPC1 promoter luciferase reporter, 24 h;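 further: potency means the concentration at half of the fitted maximal effect; % of control where 0% means no effect; nearly all actives have a fitted effect of over 60% in size; reporter is driven by a mutant NPC1 promoter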
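NPC1 promoter–luciferase Huh7 cells; 24 h compound; luminescence.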
KCNH2 3.1 inh = qHTS for Inhibitors of KCHN2 3.1: Mutant qHTS; U2OS KCNH2 3.1, thallium flux FluxOr; active compounds read low; hit rate 0.95% among 340,000; activity change, % (tested at about 1.8 µM); Potassium voltage-gated channel subfamily H member 2, brain isoform KCNH2 3.1 (human);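 active means maximum activity change below -70%; inconclusive means maximum activity change from -70% to -50%; inactive means maximum activity change above -50%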;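 further: thallium influx rate constant from kinetic fluorescence after stimulation buffer; on the % scale 0 is the no-effect control and ±100 the full control effect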
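Normalized rate constant (relative to positive and negative DMSO controls) derived from a 2 min kinetic fluorescence read after stimulation; U2OS cells expressing the 3.1 isoform via virus at 1.77 x 10^8 /mL.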
FLuc modulator = qHTS profiling assay for firefly luciferase inhibitor/activator using purifed enzyme and Km concentrations of substrates (counterscreen for miR-21 project) | purified FLuc, Km substrates, luminescence inhibition | Potency, µM (titrated, usually from 57.5 µM), without a hit: top-dose activity change, negative = inhibition, usual class: inhibitors | hit rate 6.9% among 360,000;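 further: potency means the concentration at half of the fitted maximal effect; plate controls were vehicle for no effect and reference inhibitor for full effect; nearly all actives have a fitted effect of over 55% in size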
Target sequence (P08659 whole entry, looked up): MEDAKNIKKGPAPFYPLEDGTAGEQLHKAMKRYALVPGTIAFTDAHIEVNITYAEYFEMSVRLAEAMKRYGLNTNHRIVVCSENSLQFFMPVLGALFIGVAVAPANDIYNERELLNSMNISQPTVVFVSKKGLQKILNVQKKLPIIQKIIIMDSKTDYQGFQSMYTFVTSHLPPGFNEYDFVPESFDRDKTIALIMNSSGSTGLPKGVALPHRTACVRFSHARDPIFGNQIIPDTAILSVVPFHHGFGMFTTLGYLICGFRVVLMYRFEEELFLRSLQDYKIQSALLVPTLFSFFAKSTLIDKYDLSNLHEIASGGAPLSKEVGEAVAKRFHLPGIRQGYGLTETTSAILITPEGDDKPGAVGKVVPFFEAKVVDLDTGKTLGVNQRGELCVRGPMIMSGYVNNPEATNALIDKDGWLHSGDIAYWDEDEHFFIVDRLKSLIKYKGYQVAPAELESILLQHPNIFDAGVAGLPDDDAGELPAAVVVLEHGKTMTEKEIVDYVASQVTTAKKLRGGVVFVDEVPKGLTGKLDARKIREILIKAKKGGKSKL
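Purified P. pyralis luciferase, 10 nM final, with Km-level 10 uM D-luciferin and 10 uM ATP in 50 mM Tris acetate pH 7.5, 10 mM Mg acetate, 0.01% Tween-20, 0.05% BSA; 6-point qHTS titration about 60 µM downward; luminescence read.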
Tb PFK block = qHTS Assay to Find Inhibitors of T. brucei phosphofructokinase | hit rate 0.17% among 330,000 | T. brucei PFK, ADP-Glo luminescence | ATP-dependent 6-phosphofructokinase (Trypanosoma brucei brucei), O15648 | Potency, µM (doses to about 57.5 µM), for the others: top-dose activity, negative = inhibition, hits mostly inhibitors;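 further: potency means the concentration at half of the fitted maximal effect; 0% = uninhibited 1x PFK enzyme wells and -100% = no-enzyme wells; nearly all actives have a fitted effect of over 60% in size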
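In TEA buffer at pH 8.0 with 5 mM MgCl2, enzyme (1.25 nM) converted F6P (0.5 mM) and ATP (0.1 mM) for 45 min at room temperature. ADP product was read by luciferase luminescence.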
Gal4-VP16 FLuc = VP16 counterscreen qHTS for inhibitors of ROR gamma transcriptional activity. Drosophila S2 Gal4-VP16 UAS-luciferase, luminescence, 20 h. Potency, µM (top dose mostly 53.6 µM), for inactives: top-dose activity, negative = inhibition, hits mostly inhibitors. hit rate 3.5% among 310,000;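 further: Gal4-VP16 expression switched on by copper sulfate through the metallothionein promoter; potency means the concentration at half of the fitted maximal effect; on the % scale 0 is the no-effect control and ±100 the full control effect; nearly all actives have a fitted effect of over 50% in size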
RORgamma inh = qHTS for inhibitors of ROR gamma transcriptional activity; Nuclear receptor ROR-gamma (Mus musculus), P51450; Drosophila S2 Gal4-RORgamma UAS-luciferase reporter, 20 h; Potency, µM (titrated, usually from 53.6 µM), without a hit: at the highest dose activity change, negative = inhibition, actives largely listed as inhibitors; hit rate 5.4% among 310,000; AID 2551, 2010; further: potency means the concentration at half of the fitted maximal effect; on the % scale 0 is the no-effect control and ±100 the full control effect; nearly all actives have a fitted effect of over 60% in size
Target sequence (P51450 whole entry, looked up, the tested form may be a part): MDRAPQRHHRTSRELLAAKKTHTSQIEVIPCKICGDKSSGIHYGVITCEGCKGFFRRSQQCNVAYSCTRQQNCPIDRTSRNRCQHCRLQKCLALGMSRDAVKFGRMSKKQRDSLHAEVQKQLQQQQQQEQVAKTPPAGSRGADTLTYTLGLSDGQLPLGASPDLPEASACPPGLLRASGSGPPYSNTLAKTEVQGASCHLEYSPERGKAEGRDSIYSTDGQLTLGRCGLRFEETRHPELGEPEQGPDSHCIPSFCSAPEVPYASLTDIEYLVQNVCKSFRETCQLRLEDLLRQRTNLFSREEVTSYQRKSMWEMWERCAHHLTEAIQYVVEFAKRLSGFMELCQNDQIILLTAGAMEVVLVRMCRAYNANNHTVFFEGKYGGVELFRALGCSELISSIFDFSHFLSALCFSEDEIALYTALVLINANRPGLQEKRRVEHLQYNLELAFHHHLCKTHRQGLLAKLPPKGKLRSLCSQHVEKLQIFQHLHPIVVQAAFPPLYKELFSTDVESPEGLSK
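Stably transfected Drosophila Schneider cells are the test system, with ROR gamma fused to Gal4 and luciferase under UAS control; luminescence is read after 20 hr of 700 uM copper sulfate induction at ambient temperature.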
Giardia killer = Small Molecules that selectively kill Giardia lamblia: qHTS; Giardia lamblia trophozoite viability; activity change, % at 7.66 µM, hits read low; hit rate 0.15% among 340,000; in the data active means activity change below about -80%; inconclusive means between about -30% and that limit;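 further: parasites exposed to compound for two days anaerobically before the ATP read; on the % scale 0 is the no-effect control and ±100 the full control effect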
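Killing of trophozoites was scored by loss of ATP luminescence after a 48 hrs anaerobic exposure to compounds at 37 deg C, using 100 cells per well.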
uPA surface inh = qHTS for Inhibitors of Cell Surface uPA Generation | cell surface uPA generation assay, qHTS | AID 540303, 2011 | Potency, µM (titrated, usually from 38.3 µM), for inactives: top-dose activity change, negative = inhibition, hits mostly inhibitors | hit rate 0.31% among 330,000; active means well fitted inhibition curve with a large enough effect; inconclusive means small, poorly fitted or top-dose-only effect; inactive means no such curve, though single readings can be large or run the other way; tested in mouse RAW 264.7 cells; further: potency means the concentration at half of the fitted maximal effect; on the % scale 0 is the no-effect control and ±100 the full control effect; nearly all actives have a fitted effect of over 55% in size
Rab9 promoter act = qHTS Assay for Rab9 Promoter Activators. hit rate 2.8% among 320,000. Huh7 Rab9 promoter-luciferase reporter, luminescence, 24 h. Potency, µM (top dose mostly 9.22 µM), without a hit: at the top dose activation, negative = inhibition, usual class: activators. AID 485297, 2010; further: potency means the concentration at half of the fitted maximal effect; % of control where 0% means no effect; nearly all actives have a fitted effect of over 60% in size
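Cells were plated at 1500 per well in reduced-serum medium with 10% FBS and left 2 h. Compound in DMSO was then added for 24 h at 37 °C. Reporter signal was read by luminescence after 10 min with luciferase detection reagent.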
FBPA coupling cs = qHTS Assay for Inhibitors of Fructose-1,6-bisphosphate Aldolase from Giardia Lamblia: Coupling assay counterscreen; hit rate 0.67% among 290,000; coupling enzyme system counterscreen, AmpLite Red fluorescence; activity change, negative = inhibition, % at 58.2 µM, hits read low; in the data active means activity change below about -30%; further: on the % scale 0 is the no-effect control and ±100 the full control effect
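Coupling enzymes only (glyceraldehyde-3-phosphate) + compound, at 57.5 uM final, 10 min RT; add substrate/coupling/AmpLite Red mix, 20 min RT; fluorescence ex 525/em 598 nm. Actives flag coupling-system interference.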
Active calls of the source: *; ? = inconclusive; . = no result given; & = joins results of further samples; [ ] = remark or other dose. Unless noted, the call rests on the fitted dose curve; in most records, active means well fitted curve in the direction sought with a large enough effect; inconclusive means small, poorly fitted or top-dose-only effect, or another doubt; inactive means no such curve, though single readings can be large; an effect the other way counts as inactive or inconclusive.

Second line of a record – Giardia killer	FLuc modulator	NPC1 promoter act	RORgamma inh	Rab9 promoter act	FBPA coupling cs	KCNH2 3.1 inh	uPA surface inh	Gal4-VP16 FLuc	Tb PFK block	ELG1 genotoxic
> CCN(CC)C(=O)CSc1nc2c(sc(=S)n2CC)c(=O)n1-c1ccccc1
 : -3.4	1.7%	1.8%	0.0%	-2.6%	4.9	-9.8	7.8%	-7.9%	2.7%	1.7%
> O=C(Nc1ccc(CN2CCOCC2)cc1)c1cc(Br)ccc1Cl
 : 8.8	-10.2%	-2.7%	1.2%	11.2%	-5.6	-1.1	-0.2%	7.5%	-1.1%	-0.1%
> O=C(NCc1ccccc1)C(=O)NCC1OCCN1S(=O)(=O)c1cccs1 (centres undefined)
 : -3.6	0.3%	1.1%	14.2%	-6.5%	0.9	14.1	11.7%	9.2%	-1.7%	3.4%
> O=C(Cc1ccccc1)Nc1ccc(NC(=O)c2cccc(Cl)c2)cc1
 : -13.3	-0.6%	-5.2%	-38.1%	-23.2%	-2.1	2.5	1.9%	-29.2%	-0.2%	?
> COC(=O)c1c(NC(=O)CN2CCC3(O)CCCCC3C2c2cc(OC)ccc2OC)sc(C)c1C (centres undefined)
 : -9.2	-1.9%	-2.3%	?	-2.3%	-0.9	?	-5.9%	-8.8%	1.5%	-10.3%
> COc1ccccc1[C@@H]1C(c2cccc(Cl)c2)=NN(c2ccccc2)[C@H]1C(=O)N1CCOC1=O
 : -5.7	2.6%	-1.1%	-1.6%&37.1%	0.0%	-2.0&-5.6	-14.7	-4.5%	-0.7%&-5.9%	-1.2%	0.4%
> CC(C)Cn1cnc2c(c1=O)c1nc3ccccc3nc1n2Cc1ccc2c(c1)OCO2
 : .	-4.8%	1.1%	-7.0%	6.0%	-4.9	.	.	-10.0%	2.9%	-3.1%
> O=C(CCCn1c(=S)[nH]c2ccsc2c1=O)Nc1ccc2c(c1)OCCO2
 : 25.0	?	-0.3%	11.2µM*	-0.6%	-0.6	-6.4	2.6%	?	-12.4%	?
> CCOC(=O)c1sc2nc(N3CCOCC3)c3c(c2c1N)CCC3
 : -9.9	?	1.9%	6.2%	4.2%	-4.1	-3.2	-0.7%	0.5%	-1.8%	-0.8%
> Cc1nc2ccccc2nc1CN1CCC(CO)(CC2CCCCO2)CC1 (centres undefined)
 : -1.7	3.8%	-35.2%[inhibitor]	-25.1%	1.4%	-1.7	.	0.1%	0.1%	0.1%	-1.0%
> CCOC(=O)c1c(NC(=O)C2C3C=CC(C3)C2C(=O)O)sc2c1CC(C)CC2 (centres undefined)
 : -11.1	?	-2.0%	4.6%	-11.0%	14.8	23.4	-1.5%	3.8%	3.5%	-4.3%
> CSCCC(NC(=O)c1cccc([N+](=O)[O-])c1)C(=O)O (centres undefined)
 : -20.6	-0.5%	-2.7%	4.1%	-5.1%	3.6	-0.4	4.2%	-1.8%	7.0%	0.4%
> O=C(Nc1ccccc1NC(=O)C1CCCO1)c1ccco1 (centres undefined)
 : 47.7[activator]	-0.6%	-5.2%	-21.9%	-2.1%	4.9	-2.6	1.3%	6.6%[10 µM]	0.3%	-0.3%
> O=C(CSc1nc2ccccc2c(=O)n1Cc1ccco1)N1CCCC1
 : -12.5	-0.9%	-6.6%	23.6%	-9.5%	5.7	-26.9	1.8%	1.0%	-11.5%	-12.5%
> CCC(C)[C@H](NS(=O)(=O)c1ccc(C)cc1)C(=O)N1CCC(C(=O)N2CCC(C(N)=O)CC2)CC1 (some centres undefined)
 : 10.5	0.8%	-2.6%	0.7%	-3.3%	1.6	-11.3	-25.0%	-4.4%	-6.2%	-3.5%
> CC(C)c1ccc(NC2CCCN(C(=O)c3cc(C(C)C)nc(N)n3)C2)cc1 (centres undefined)
 : 7.9	0.6%	-2.2%	1.3%	-2.0%	-4.0	9.0	-1.7%	-1.4%	-3.3%	-0.1%
> O=C(CCc1nc2ccccc2s1)Nc1ccccc1
 : 20.8	?	1.4%	35.7%	1.7%	-0.9	-14.0	-7.2%	6.8%	-9.6%	0.0%
> CNC(=O)c1ccccc1NC(=O)c1cccc(S(=O)(=O)N2CCC(C)CC2)c1
 : -2.5	-2.3%	-6.2%	16.4%	-20.7%	-2.1	-6.6	-1.4%	-3.3%	-3.3%	-16.9%
> CC1(C)CC(=O)C2=C(C1)NC1=C(C(=O)c3ccccc31)C2c1cccnc1 (centres undefined)
 : -14.2	-4.7%	-1.4%	11.8%	0.1%	4.2	18.4	10.8%	3.3%	-1.7%	2.7%
> CC(=O)NCc1ccc(-c2csc(NC(=O)CCCc3nc4ccccc4c(=O)[nH]3)n2)cc1
 : -3.1	-4.6%	-1.7%	.	-4.8%	.	7.3	-0.5%	.	1.8%	-1.7%
> CCOC(=O)c1[nH]c(C)c(C(=O)OCC)c1C
 : -23.1	?	13.1%	-2.8%	0.7%	-1.0	-0.5	-19.1%	2.9%	2.5%	?
> C/C(=C\C(=O)c1ccc(C)o1)Nc1ccc(C(=O)O)cc1C
 : 0.1	9.53µM*	1.3%	17.3%	-4.5%	12.7	-0.8	0.4%	-2.2%	?	11.2%
> COC(=O)CN1C(=O)[C@H]2[C@@H](c3ccc(C)o3)N3C(=O)CN(Cc4ccc(-c5ccccc5)cc4)C(=O)[C@@]3(C)[C@H]2C1=O
 : 6.1	?	-0.3%	23.3%	-5.4%	-1.0	.	1.3%	5.4%	2.5%	2.5%
> O=C(O)c1cc(NC(=O)C2CCCO2)cc(C(=O)O)c1 (centres undefined)
 : 23.3	1.8%	-1.9%	0.1%	-0.1%	0.5	9.6	28.8%	-6.8%	1.2%	2.6%
> Cn1nnc(NC(=O)CSc2nnnn2-c2ccc(F)cc2)n1
 : -13.7	0.1%	1.4%	0.4%	-3.0%	6.6	2.8	-1.6%	5.9%	-4.6%	0.3%
> COc1ccc(NC(=O)C2CCN(c3cc(C)nc(-c4ccccc4)n3)CC2)cc1
 : 20.4	-1.3%	9.9%	28.8%	-3.7%	-1.2	?	-2.0%	-6.5%	-3.5%	-23.9%
> Cc1cc(NC(=O)c2ccccc2-c2ccccc2C(=O)O)no1
 : -13.5	-1.2%	-0.5%	1.5%	-5.9%	6.5	-1.1	6.4%	-1.6%	-3.6%	0.7%
> COCc1ccc(C(=O)N2CCCC(C(=O)c3ccc(Cl)cc3C)C2)o1 (centres undefined)
 : ?	0.9%	2.6%	20.7%	-1.1%	.	2.6	3.9%	-0.8%	0.0%	-7.6%
> CC(C)C[C@@]12C(=O)N(c3cccc(Br)c3)C(=O)N1[C@H](c1ccc(Cl)cc1)[C@@H]1C(=O)N(C3CCCCC3)C(=O)[C@@H]12
 : -14.3	-0.8%	1.5%	.	-8.1%	.	2.6	5.8%	.	-24.5%	0.6%
> COCCn1c(SCC(=O)Nc2nnc(C)s2)nnc1-c1c[nH]c2ccccc12
 : 11.6	-9.7%	1.1%	-34.9%	-6.3%	0.1	3.1	.	2.4%	-2.1%	1.7%
> CSc1ncc(Cl)c(C(=O)Nc2cccc(Cl)c2)n1
 : 11.2	1.1%	1.1%	-12.1%	13.0%	-0.5	-17.3	?	0.0%	-1.6%	-3.2%
> O=C(COc1ccccc1)N1CCN(S(=O)(=O)c2cccs2)CC1
 : 5.2	-0.3%[2.3 µM]	2.0%	?	-4.3%	4.0	8.4	.	3.7%	25.5%	-4.8%
> O=C(Nc1cccnc1)c1cccc([N+](=O)[O-])c1
 : 14.2	3.3%	2.6%	-3.0%	-0.3%	0.4	4.7	-3.4%	10.5%	-6.0%	-5.4%
> COc1cccc(OC)c1C(=O)NC(=S)Nc1ccc(S(=O)(=O)Nc2nccs2)cc1
 : -4.5	-13.5%	-6.6%	40.6%	-3.1%	0.2	3.0	0.1%	3.7%	-0.4%	2.7%
> Cc1onc(-c2ccccc2)c1-c1csc(N/N=C/c2ccccc2)n1
 : 12.2	-8.6%	-2.0%	-20.6%	0.3%	7.3	-2.7	7.7%	9.7%	-6.9%	-7.5%
> Oc1sc(C=Nc2ccc(F)cc2)c2ccccc12
 : -10.7	?	3.16µM*	5.8%	2.82µM*	4.8	-22.3	-2.9%	?	0.7%	13.9%
> CCOC(=O)C(C)(C)N(Cc1ccc(C)cc1)S(=O)(=O)c1ccc(Cl)c([N+](=O)[O-])c1
 : -4.8	-0.1%	-2.7%	19.2%	-0.3%	0.3	0.1	-2.5%	?	-0.8%	-6.3%
